# Gli-Sufu block – blocks Gli-Sufu signaling in a luciferase reporter. 340,000 compounds, 0.74% hits. Sufu-KO-LIGHT fibroblasts, Gli luciferase reporter luminescence. inhibition, % at 5 µM;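 active = inhibition above about 55%, limit read from the data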;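 also: 0% = DMSO-treated cells and 100% = wells with medium but no cells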
# UBC13 polyUb – inhibitors of human UBC13 polyubiquitin chain formation. AID 485273. 330,000 compounds, 0.47% hits. inhibition, % at 20 µM. P61088. TR-FRET; in the data active = inhibition above about 45%, passing the limit was not always enough
# ATG4B inh – blocks human ATG4B protease cleavage of LC3 substrate | inhibition, % at 8.33 µM | AID 504462 | ATG4B cleavage of LC3-PLA2, NBD-HPC fluorescence, 1 h | 340,000 compounds, 0.51% hits | Q9Y4P1; in the data active = inhibition above about 40%
# Target sequence (Q9Y4P1 whole entry, looked up): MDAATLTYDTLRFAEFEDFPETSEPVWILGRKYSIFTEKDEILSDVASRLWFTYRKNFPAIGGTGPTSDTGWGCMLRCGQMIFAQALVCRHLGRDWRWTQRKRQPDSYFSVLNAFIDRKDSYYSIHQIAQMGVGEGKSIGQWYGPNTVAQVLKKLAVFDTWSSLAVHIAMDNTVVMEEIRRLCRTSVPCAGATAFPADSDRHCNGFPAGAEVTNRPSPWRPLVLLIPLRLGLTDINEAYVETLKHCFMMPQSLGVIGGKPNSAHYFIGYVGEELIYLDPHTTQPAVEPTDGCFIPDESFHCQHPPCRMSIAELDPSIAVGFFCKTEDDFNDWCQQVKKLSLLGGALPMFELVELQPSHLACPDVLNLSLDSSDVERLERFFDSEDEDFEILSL
# CXCR6 block – CXCR6 (human) receptor inhibition | O00574 | inhibition, % at 20 µM | CHO-K1 PathHunter CXCR6 beta-arrestin, luminescence | 360,000 compounds, 0.36% hits | AID 602244; in the data active = inhibition above about 34%, passing the limit was not always enough;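 also: antagonist mode with CXCL16 agonist at 10 nM final; 0% = 10 nM CXCL16 with DMSO and 100% = unstimulated wells without agonist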
# Target sequence (O00574 whole entry, looked up): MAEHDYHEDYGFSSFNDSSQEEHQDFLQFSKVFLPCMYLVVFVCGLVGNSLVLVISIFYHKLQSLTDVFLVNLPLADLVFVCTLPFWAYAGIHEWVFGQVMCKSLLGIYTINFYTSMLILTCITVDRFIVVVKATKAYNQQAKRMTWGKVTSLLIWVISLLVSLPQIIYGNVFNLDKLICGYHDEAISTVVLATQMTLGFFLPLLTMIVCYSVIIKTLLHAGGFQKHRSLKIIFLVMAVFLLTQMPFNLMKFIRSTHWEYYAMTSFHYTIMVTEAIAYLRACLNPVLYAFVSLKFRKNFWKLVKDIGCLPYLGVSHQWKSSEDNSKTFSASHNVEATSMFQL
# CCR6 antagonist – antagonists of human CCR6 receptor; CHO-K1 CCR6 PathHunter beta-arrestin, luminescence, CCL20-stimulated; inhibition, % at 20 µM; 340,000 compounds, 0.49% hits;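 active = compounds whose inhibition of the agonist-driven luminescence signal at 20 µM reaches about 50%, limit read from the data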;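 also: cells stimulated with CCL20 at 14 nM final; plate controls were DMSO with CCL20 for no effect and DMSO without agonist for full effect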
# Target sequence (P51684 whole entry, looked up): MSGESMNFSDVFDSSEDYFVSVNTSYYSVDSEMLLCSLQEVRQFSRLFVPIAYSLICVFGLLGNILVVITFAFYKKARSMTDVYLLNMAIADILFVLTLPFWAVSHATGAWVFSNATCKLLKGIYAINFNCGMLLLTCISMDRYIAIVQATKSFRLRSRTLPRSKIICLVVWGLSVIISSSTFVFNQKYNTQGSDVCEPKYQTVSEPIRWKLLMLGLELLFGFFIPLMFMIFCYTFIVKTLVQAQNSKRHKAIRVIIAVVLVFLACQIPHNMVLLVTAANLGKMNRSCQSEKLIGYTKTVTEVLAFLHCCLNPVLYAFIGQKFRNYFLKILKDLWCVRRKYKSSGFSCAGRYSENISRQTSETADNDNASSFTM
# APJ ag – agonists of human APJ apelin receptor; P35414; activation, % at 20 µM; AID 2520; CHO-K1 APJ PathHunter beta-arrestin, luminescence; 0% DMSO wells, 100% apelin; 330,000 compounds, 0.11% hits;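 active = activation more than six SD over the plate average, tested at 20 µM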;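 also: 0% = DMSO alone and 100% = apelin-13 at 10 nM; some results filed as inactive read as strong as hits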
#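 Assay system: CHO-K1 APJ beta-arrestin complementation cell line / Compound: single test compound dose, 20 µM final, 1% DMSO / Times: overnight seeding, 90 min compound at 25 °C, 1 h detection / Technique: beta-gal luminescence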
# APJ antagonist – APJ receptor antagonism. P35414. CHO-K1 APJ beta-arrestin complementation, luminescence. inhibition, % at 20 µM. 330,000 compounds, 0.32% hits. AID 2521;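 active = inhibition above about 40% at 20 µM, limit read from the data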;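 also: cells challenged with 10 nM apelin-13 agonist together with compound; plate controls were apelin-13 plus DMSO wells for no effect and DMSO wells lacking apelin-13 for full effect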
# EBI2 block – EBI2 (human) antagonism; P32249; EBI2 beta-arrestin recruitment, luminescence, 7a,25-OHC stimulated; inhibition, % at 5 µM; 360,000 compounds, 0.81% hits; in the data active = inhibition above about 38%;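 also: enzyme fragment complementation signal reports receptor beta-arrestin coupling in cells; 0% = agonist plus DMSO wells and 100% = wells without agonist; some results beyond the cut were filed as inactive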
# Starred values were filed as active, the others as inactive.
(1) Cc1ccccc1C(=O)NNC(=O)CCc1ccccc1
(2) O=C(CSc1nnnn1-c1ccccc1)NCC1(N2CCOCC2)CCCCC1
(3) O=C(CSc1ccccn1)Nc1ccc(Cl)c([N+](=O)[O-])c1
(4) CC(C)(C)NC(=O)Cn1ccc(=N)c2ccccc21
(5) CCCc1cc(=O)oc2cc(OCc3cc(OC)c(OC)c(OC)c3)c(Cl)cc12
(6) OCc1ncccc1O

screen / no.	1	2	3	4	5	6
Gli-Sufu block	-4	4	-3	-72	15	-2
UBC13 polyUb	2	7	-2	-1	18	1
ATG4B inh	2	-5	0	-12	2	1
CXCR6 block	2	4	0	3	0	0
CCR6 antagonist	15	1	3	0	-7	-5
APJ ag	-2	-3	-1	-4	22	-5
APJ antagonist	11	13	29	-3	-6	11
EBI2 block	0	6	-8	-4	-3	2

(7) CCOC(=O)c1c(C)c(C(=O)Nc2ccccc2)c(C)n1CC
(8) Cc1ccc(SCc2cc(=O)[nH]c(SCC(=O)Nc3cc(Cl)ccc3Cl)n2)cc1
(9) CCCC(=Nc1ccccc1)C1=C(O)C(C(=O)OC)C(C)(C)CC1=O (stereo not drawn)
(10) COCCNC(=O)CCCC(=O)NCCOC
(11) C=CCSc1nc2ccccc2n1S(=O)(=O)c1ccc(Cl)cc1
(12) COc1cccc(C2=NOC(C(=O)NC(C)(C)C)C2)c1 (stereo not drawn)

screen / no.	7	8	9	10	11	12
Gli-Sufu block	-25	9	-2	3	-4	0
UBC13 polyUb	10	1	-3	-14	-9	-7
ATG4B inh	9	30	-1	-2	7	-7
CXCR6 block	5	6	3	-16	-5	-2
CCR6 antagonist	-2	-8	3	-6	3	-7
APJ ag	-5	-4	-2	-1	0	-2
APJ antagonist	9	-42	9	3	-2	10
EBI2 block	-19	-6	-5	-11	-8	10

(13) CN1CCN(C(=O)c2cc(Br)cn2C)CC1
(14) CSCCC(NC(=O)c1cccc([N+](=O)[O-])c1)C(=O)O (stereo not drawn)
(15) COc1ccc(-c2ccc(-c3noc(-c4ccco4)n3)c(OC)n2)cc1
(16) Cc1ccc(/C=N/NC(=O)c2ccccn2)s1
(17) Cc1c(NC(=O)C2CCCN(S(=O)(=O)c3cnc[nH]3)C2)c(=O)n(-c2ccccc2)n1C (stereo not drawn)
(18) CCCCOC(=O)CSCC(=O)N1N=C(c2cccs2)CC1c1ccc(F)cc1 (stereo not drawn)

screen / no.	13	14	15	16	17	18
Gli-Sufu block	13	3	-41	-54	4	-3
UBC13 polyUb	6	3	16	-1	-10	19
ATG4B inh	-6	-1	0	8	-12	3
CXCR6 block	-5	0	-2	-6	6	10
CCR6 antagonist	3	9	-20	-8	6	31
APJ ag	-4	-3	-2	0	3	-3
APJ antagonist	8	-12	2	-1	-9	9
EBI2 block	-13	-5	24	-4	-12	29

(19) COc1ccccc1N1CCN(C(=O)C2CCN(C(=O)c3ccc(C(C)(C)C)cc3)CC2)CC1
(20) Cc1ccc(NC(=O)CSc2nc(C)c(Cc3ccccc3)c(=O)[nH]2)cc1C
(21) CCC(NC(=O)NC1CCCCC1)c1ccccc1 (stereo not drawn)
(22) CCCCC(=O)Nc1ccnc(-c2cccnc2)n1
(23) Cc1ccsc1C(=O)C1CCCN(Cc2cc(F)ccc2-n2cccn2)C1 (stereo not drawn)
(24) C=CCn1c(Sc2nc(C)cs2)nc2c1c(=O)[nH]c(=O)n2C

screen / no.	19	20	21	22	23	24
Gli-Sufu block	5	-1	-20	-1	22	-2
UBC13 polyUb	3	-14	-29	-5	12	10
ATG4B inh	-11	-7	0	13	4	6
CXCR6 block	3	3	-3	1	1	2
CCR6 antagonist	10	-1	12	11	7	10
APJ ag	-3	-3	1	0	-6	2
APJ antagonist	-19	-2	5	-16	8	-5
EBI2 block	9	-4	-7	1	18	-9

(25) CCCCNc1nc(Cl)nc(Nc2ccc(C)cc2)n1
(26) NC(=O)c1c(NC(=O)CCCC(=O)O)sc2c1CCCCCC2
(27) CCC(C)n1cnc2c(=O)oc3ccccc3c21 (stereo not drawn)
(28) CNC(=O)CCn1nc(-c2ccc(Cl)cc2)c2ccccc2c1=O
(29) COc1ccccc1CNC(=O)c1ccc(CS(=O)(=O)c2ccc(C)cc2)o1
(30) Cc1ccccc1C(=O)/C=C1\NC(=O)CS1

screen / no.	25	26	27	28	29	30
Gli-Sufu block	-16	-4	-1	-68	4	3
UBC13 polyUb	-1	-3	12	0	0	-12
ATG4B inh	1	3	5	-14	-2	-15
CXCR6 block	-5	-1	2	10	14	-1
CCR6 antagonist	-11	-4	-7	-8	11	2
APJ ag	-7	2	3	-2	-8	0
APJ antagonist	20	4	13	13	-10	-6
EBI2 block	16	2	4	8	13	-8

(31) O=C(NCc1ccc(Cl)cc1)C1CCN(S(=O)(=O)N2CCOCC2)CC1
(32) CC(=O)c1cccc(OCC(=O)NC2CCCCCC2)c1
(33) Cc1ccccc1NC(=O)NNC(=O)CCc1ccccc1
(34) CC(=O)c1ccc(S(=O)(=O)N2CCN(C(=O)c3ccccc3Cc3ccccc3)CC2)cc1
(35) Cc1nc(CCNC(=O)CC2C(=O)NCCN2Cc2ccccc2F)sc1C (stereo not drawn)
(36) O=C(c1cc2ccccc2oc1=O)N(Cc1ccc(F)cc1)C1CCS(=O)(=O)C1 (stereo not drawn)

screen / no.	31	32	33	34	35	36
Gli-Sufu block	3	-9	4	6	5	-8
UBC13 polyUb	-5	3	1	-1	10	-16
ATG4B inh	-4	-6	-3	-19	1	-3
CXCR6 block	-5	3	9	-3	-6	-8
CCR6 antagonist	-20	2	-4	3	5	6
APJ ag	-4	-3	3	7	-2	3
APJ antagonist	2	17	10	24	8	-8
EBI2 block	15	-6	1	16	0	-7

(37) COc1ccccc1CN1CCC(CNS(=O)(=O)c2cc(-c3cc(C)no3)ccc2OC)CC1
(38) CCN(CC(=O)Nc1ccc2c(c1)OCCO2)C(=O)CC1CCCC1
(39) Cc1ccc(-c2cc(=O)c3ccccc3[nH]2)cc1
(40) COC(=O)c1ccccc1NC(=O)NCCc1ccc(OC)c(OC)c1
(41) CCC(CO)Oc1cc(NC(=O)c2cccc(F)c2)c2ncn(C(C)C)c2c1 (stereo not drawn)
(42) COc1ccc(N2CCN(C(=O)COC(=O)c3ccco3)CC2)cc1

screen / no.	37	38	39	40	41	42
Gli-Sufu block	29	-3	-10	2	7	-12
UBC13 polyUb	10	-2	-4	6	12	-8
ATG4B inh	-10	-1	-4	-4	2	6
CXCR6 block	2	8	-2	-4	-13	-2
CCR6 antagonist	22	6	4	16	-1	3
APJ ag	-5	2	-2	-2	1	-4
APJ antagonist	15	13	5	19	1	8
EBI2 block	-8	-4	-2	-5	-1	-2

# Another view of 4 compounds above.
nr | mol | Gli-Sufu block | UBC13 polyUb | ATG4B inh | CXCR6 block | CCR6 antagonist | APJ ag | APJ antagonist | EBI2 block
5 | CCCc1cc(=O)oc2cc(OCc3cc(OC)c(OC)c(OC)c3)c(Cl)cc12 | 15 | 18 | 2 | 0 | -7 | 22 | -6 | -3
6 | OCc1ncccc1O | -2 | 1 | 1 | 0 | -5 | -5 | 11 | 2
7 | CCOC(=O)c1c(C)c(C(=O)Nc2ccccc2)c(C)n1CC | -25 | 10 | 9 | 5 | -2 | -5 | 9 | -19
8 | Cc1ccc(SCc2cc(=O)[nH]c(SCC(=O)Nc3cc(Cl)ccc3Cl)n2)cc1 | 9 | 1 | 30 | 6 | -8 | -4 | -42 | -6

# The listing continues.
(43) CCOc1ccc(NC(=O)Nc2cc(C)ccc2OC)cc1
(44) COC(=O)CCC(=O)OC1(C)C(=O)C2=CN(C3CCCC3)C(c3ccc(OC)cc3)=CC2=C(Br)C1=O (stereo not drawn)
(45) CC(=O)NCCc1ccc(S(=O)(=O)N2CCCC2)cc1
(46) Cc1cc(C)c2c(=O)[nH]c(SCC(=O)c3ccc(C(C)C)cc3)nc2n1
(47) COc1ccc(-c2csc(NC(=S)NC(=O)/C=C/c3ccco3)n2)cc1Br
(48) CCN(CC)c1ccc(/C=c2\sc3nnc(-c4ccccc4Cl)n3c2=O)cc1

screen / no.	43	44	45	46	47	48
Gli-Sufu block	-16	7	-8	2	13	-23
UBC13 polyUb	9	-92	2	-9	-33	-312
ATG4B inh	-4	-13	1	2	10	-6
CXCR6 block	-4	-5	6	-5	19	30
CCR6 antagonist	-8	1	7	-10	13	46
APJ ag	1	17	-2	-2	-4	-5
APJ antagonist	-2	-7	10	4	18	34
EBI2 block	14	-15	-1	12	13	35

(49) COc1ccc(NC(=S)Nc2ccc3cn[nH]c3c2)cc1
(50) CCOC(=O)c1cc(C(=O)NCc2ccc(Cl)cc2Cl)nn1C
(51) O=C(CSc1nnc(-c2ccccc2)n1Cc1ccco1)NCc1ccc2c(c1)OCO2
(52) COCCCn1c(=O)c2ccccc2n(Cc2cccc(C)c2)c1=O
(53) Cc1csc(SCC(=O)Nc2ccc3c(c2)OCCO3)n1
(54) CC[C@@]1(c2cccc(C)c2)C(=O)N(C(=O)OC)N1C(=O)OC

screen / no.	49	50	51	52	53	54
Gli-Sufu block	2	-3	-3	2	-1	-9
UBC13 polyUb	6	9	-4	4	-5	-6
ATG4B inh	-6	14	2	-4	-8	-17
CXCR6 block	-12	7	8	5	-4	11
CCR6 antagonist	-1	10	9	3	-3	17
APJ ag	2	-5	-3	3	-2	-4
APJ antagonist	-38	-3	25	-11	-12	5
EBI2 block	39	-36	23	6	5	-7

(55) COc1ccccc1N1CCN(C(=O)C2CCCN(c3ncnc4c3nc3n4CCCCC3)C2)CC1 (stereo not drawn)
(56) CCOC(=O)C1CCN(C(=O)COc2ccc(S(=O)(=O)N3CCOCC3)cc2)CC1
(57) COCCN(CC1CCCN(C2Cc3ccccc3C2)C1)C(=O)c1ccc(C(C)=O)cc1 (stereo not drawn)
(58) O=C(NC12CC3CC(CC(C3)C1)C2)c1cc(F)c(F)cc1Cl
(59) Cc1ccc(N(CC(=O)N2CCOCC2)S(C)(=O)=O)cc1
(60) O=C(Nc1ccc2c(c1)Cc1ccccc1-2)c1cccnc1

screen / no.	55	56	57	58	59	60
Gli-Sufu block	11	-5	26	14	-6	-48
UBC13 polyUb	2	3	0	4	2	-3
ATG4B inh	-2	1	36	-3	-7	-8
CXCR6 block	-5	-5	3	-4	1	-9
CCR6 antagonist	-2	-3	5	9	13	-11
APJ ag	-1	-5	-2	1	-2	0
APJ antagonist	-17	11	20	19	9	-11
EBI2 block	-7	4	11	5	4	0

(61) O=C1Nc2ccc(S(=O)(=O)NCc3ccccn3)c3cccc1c23
(62) Cc1ccc(S(=O)(=O)/N=C(/NNC(=O)c2cccc(Cl)c2)c2ccccc2)cc1
(63) NC(=O)c1nsc(C(=O)N(CC(=O)NC2CCCC2)Cc2ccc3c(c2)OCO3)c1N
(64) CCOc1cc2c(cc1/C=C(/C#N)c1ccc(C(=O)O)cc1)OCO2
(65) C=CCN(Cc1ccc(OC)c(OC)c1)C(=O)N1CCOCC1

screen / no.	61	62	63	64	65
Gli-Sufu block	-7	-54	-7	1	-11
UBC13 polyUb	-1	-4	6	0	2
ATG4B inh	3	-6	-3	7	1
CXCR6 block	-1	6	2	4	-1
CCR6 antagonist	4	6	10	20	10
APJ ag	-2	-4	-2	-3	-4
APJ antagonist	-4	13	-1	25	12
EBI2 block	-17	1	1	7	2

# Whole records as entered above. Order of screens: Gli-Sufu block | UBC13 polyUb | ATG4B inh | CXCR6 block | CCR6 antagonist | APJ ag | APJ antagonist | EBI2 block
# C=CCN(Cc1ccc(OC)c(OC)c1)C(=O)N1CCOCC1 is listed as -11 | 2 | 1 | -1 | 10 | -4 | 12 | 2
# Cc1ccc(S(=O)(=O)/N=C(/NNC(=O)c2cccc(Cl)c2)c2ccccc2)cc1 is listed as -54 | -4 | -6 | 6 | 6 | -4 | 13 | 1
# NC(=O)c1nsc(C(=O)N(CC(=O)NC2CCCC2)Cc2ccc3c(c2)OCO3)c1N is listed as -7 | 6 | -3 | 2 | 10 | -2 | -1 | 1
# O=C1Nc2ccc(S(=O)(=O)NCc3ccccn3)c3cccc1c23 is listed as -7 | -1 | 3 | -1 | 4 | -2 | -4 | -17

# Compound activity: PubChem, Sanford-Burnham Center for Chemical Genomics
